Source: PubChem BioAssay (National Center for Advancing Translational Sciences (NCATS))
KCNH2 3.1 inh: blocks the human KCNH2 3.1 channel isoform | activity change, % (tested at about 1.8 µM) | AID 720553 | U2OS KCNH2 3.1, thallium flux FluxOr; hits give low values | hit rate 0.95% among 340,000;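 active = maximum activity change below -70%; inconclusive = maximum activity change from -70% to -50%; inactive = maximum activity change above -50%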;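 note: thallium influx rate constant from kinetic fluorescence after stimulation buffer; % is set by controls: 0 for no effect and ±100 for the full control effect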
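Kinetic fluorescence (2 min after stimulation buffer) measures Tl+ influx through KCNH2 3.1 expressed by viral transduction in U2OS cells; the rate constant is normalized against DMSO controls serving as positive and negative references.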
FBPA coupling cs: coupling enzyme interference in Giardia aldolase counter-screen; coupling enzyme system counterscreen, AmpLite Red fluorescence; hit rate 0.67% among 290,000; activity change, negative = inhibition, % at 58.2 µM, hits read low; in the data active = activity change below about -30%; note: % is set by controls: 0 for no effect and ±100 for the full control effect
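Activity here indicates interference with the coupling reaction, not aldolase inhibition. Compounds at 57.5 uM final met coupling enzymes for 10 min at RT; substrate and AmpLite Red detection followed, with a 525/598 nm fluorescence read after 20 min.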
FLuc modulator: inhibits or activates purified firefly luciferase, miR-21 counter-screen. Potency, µM (series often up to 57.5 µM), without a hit: at the top dose activity change, negative = inhibition, actives largely listed as inhibitors. hit rate 6.9% among 360,000. purified FLuc, Km substrates, luminescence inhibition. P08659;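 note: potency is the fitted concentration of half-maximal effect; plate controls were vehicle for no effect and reference inhibitor for full effect; nearly all actives have a fitted effect of over 55% in size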
Target sequence (P08659 whole entry, looked up): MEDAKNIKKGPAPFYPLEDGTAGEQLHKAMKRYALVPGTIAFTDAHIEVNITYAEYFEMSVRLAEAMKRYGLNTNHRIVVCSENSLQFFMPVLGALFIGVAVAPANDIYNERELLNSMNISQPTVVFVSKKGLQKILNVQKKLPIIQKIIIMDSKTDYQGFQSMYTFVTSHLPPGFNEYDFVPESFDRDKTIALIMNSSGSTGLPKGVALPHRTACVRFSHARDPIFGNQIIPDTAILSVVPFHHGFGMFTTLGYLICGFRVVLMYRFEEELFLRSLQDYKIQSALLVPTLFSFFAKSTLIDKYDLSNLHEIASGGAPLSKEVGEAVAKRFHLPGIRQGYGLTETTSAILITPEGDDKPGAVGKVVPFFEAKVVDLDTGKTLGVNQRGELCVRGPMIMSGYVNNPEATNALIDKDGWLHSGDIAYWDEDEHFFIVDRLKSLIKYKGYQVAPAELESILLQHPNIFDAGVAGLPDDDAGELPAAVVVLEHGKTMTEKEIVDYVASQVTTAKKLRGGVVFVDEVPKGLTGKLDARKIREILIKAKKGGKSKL
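Purified P. pyralis luciferase (10nM final) with 10uM D-luciferin and 10uM ATP (Km levels) in 50mM Tris acetate pH 7.5, 10mM Mg acetate, 0.01% Tween-20, 0.05% BSA; qHTS 6-point titration, ~60 µM downward; luminescence read.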
RORgamma inh: ROR gamma (mouse) transcription inhibition. P51450. Drosophila S2 Gal4-RORgamma UAS-luciferase reporter, 20 h. Potency, µM (titrated, usually from 53.6 µM), for inactives: at the highest dose activity change, negative = inhibition, usual class: inhibitors. hit rate 5.4% among 310,000; note: potency is the fitted concentration of half-maximal effect; % is set by controls: 0 for no effect and ±100 for the full control effect; nearly all actives have a fitted effect of over 60% in size
Target sequence (P51450 whole entry, looked up, the tested form may be a part): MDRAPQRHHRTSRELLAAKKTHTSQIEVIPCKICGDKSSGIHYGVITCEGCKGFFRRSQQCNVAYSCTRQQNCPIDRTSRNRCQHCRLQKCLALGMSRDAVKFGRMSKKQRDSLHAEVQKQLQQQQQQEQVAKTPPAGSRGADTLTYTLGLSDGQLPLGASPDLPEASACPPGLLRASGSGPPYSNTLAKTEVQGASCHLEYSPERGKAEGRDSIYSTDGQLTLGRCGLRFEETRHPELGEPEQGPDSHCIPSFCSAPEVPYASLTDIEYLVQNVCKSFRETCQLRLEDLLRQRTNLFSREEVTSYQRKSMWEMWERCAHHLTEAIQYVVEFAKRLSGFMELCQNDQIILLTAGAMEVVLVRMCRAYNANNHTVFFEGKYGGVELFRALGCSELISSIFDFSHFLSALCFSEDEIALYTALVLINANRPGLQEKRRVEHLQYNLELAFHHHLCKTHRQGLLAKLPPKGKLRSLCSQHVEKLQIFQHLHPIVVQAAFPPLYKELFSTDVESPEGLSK
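Luciferase reporter read in Schneider cells carrying Gal4-RORγ (mouse) and UAS-Photinus luciferase; cells given compound 1 h before 700 uM copper sulfate induction, then incubated 20 h at ambient temperature.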
ELG1 genotoxic: induces genotoxicity in HEK293T cells with luciferase-tagged ELG1 | HEK293T ELG1-luciferase reporter, luminescence, 16 h | Potency, µM (top dose mostly 46 µM), for inactives: at the highest dose activity change, positive = activation, actives largely listed as activators | hit rate 1.3% among 330,000 | AID 504466; note: potency is the fitted concentration of half-maximal effect; % of control where 0% means no effect; nearly all actives have a fitted effect of over 60% in size
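Luminescence read-out: rising ELG1-luciferase signal, reflecting elevated ELG1 protein under genetic stress, flags genotoxic compounds. Cells were treated for 16 hr at 37 °C before ONE-Glo detection.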
Tb PFK block: blocks T. brucei phosphofructokinase. hit rate 0.17% among 330,000. AID 485367. T. brucei PFK, ADP-Glo luminescence. Potency, µM (highest dose often 57.5 µM), without a hit: top-dose activity, negative = inhibition, actives largely listed as inhibitors;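 note: potency is the fitted concentration of half-maximal effect; 0% = uninhibited 1x PFK enzyme wells and -100% = no-enzyme wells; nearly all actives have a fitted effect of over 60% in size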
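In TEA buffer at pH 8.0 with 5 mM MgCl2, enzyme (1.25 nM) converted F6P (0.5 mM) and ATP (0.1 mM) for 45 min at room temperature. ADP product was read by luciferase luminescence.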
uPA generation: blocks generation of uPA at the cell surface. AID 540303. Potency, µM (highest dose often 38.3 µM), inactives show at the highest dose activity change, negative = inhibition, most hits filed as inhibitors. cell surface uPA generation assay, qHTS. hit rate 0.31% among 330,000; active = well fitted inhibition curve with a large enough effect; inconclusive = small, poorly fitted or top-dose-only effect; inactive = no such curve, though single readings can be large or run the other way; tested in mouse RAW 264.7 cells; note: potency is the fitted concentration of half-maximal effect; % is set by controls: 0 for no effect and ±100 for the full control effect; nearly all actives have a fitted effect of over 55% in size
Rab9 prom act: activates the Rab9 promoter. Huh7 Rab9 promoter-luciferase reporter, luminescence, 24 h. Potency, µM (top dose mostly 9.22 µM), for inactives: at the highest dose activation, negative = inhibition, actives largely listed as activators. hit rate 2.8% among 320,000; note: potency is the fitted concentration of half-maximal effect; % of control where 0% means no effect; nearly all actives have a fitted effect of over 60% in size
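Steps: seed 1500 Huh7 Rab9-luc cells per well, rest 2 h at 37 °C; add compound in DMSO; incubate 24 h; add luciferase reagent, 10 min ambient; read luminescence.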
VP16 counter: counter-screen for ROR gamma inhibitors: Gal4-VP16 reporter. Drosophila S2 Gal4-VP16 UAS-luciferase, luminescence, 20 h. Potency, µM (series often up to 53.6 µM), for the others: at the top dose activity, negative = inhibition, most hits filed as inhibitors. hit rate 3.5% among 310,000. AID 2546;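 note: Gal4-VP16 expression switched on by copper sulfate through the metallothionein promoter; potency is the fitted concentration of half-maximal effect; % is set by controls: 0 for no effect and ±100 for the full control effect; nearly all actives have a fitted effect of over 50% in size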
NPC1 promoter act: activators of NPC1 promoter. Huh7 NPC1 promoter luciferase reporter, 24 h. Potency, µM (doses to about 9.22 µM), for the others: at the top dose activation, hits mostly activators. hit rate 2.4% among 320,000. AID 485313;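 note: potency is the fitted concentration of half-maximal effect; % of control where 0% means no effect; nearly all actives have a fitted effect of over 60% in size; reporter is driven by a mutant NPC1 promoter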
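Compounds in DMSO were transferred onto Huh7 NPC1-luciferase reporter cells pre-incubated 2 h; after 24 h at 37 °C, Amplite reagent was dispensed and luminescence recorded 10 min later.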
Giardia killer: kills Giardia lamblia; Giardia lamblia trophozoite viability; activity change, % at 7.66 µM, hits read low; hit rate 0.15% among 340,000; AID 540267; in the data active = activity change below about -80%; inconclusive = between about -30% and that limit;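 note: parasites exposed to compound for two days anaerobically before the ATP read; % is set by controls: 0 for no effect and ±100 for the full control effect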
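Trophozoite viability was measured as ATP-dependent luminescence, read 15-30 min after reagent addition. Before that, parasites at 100 cells/well were exposed to compounds for 48 h, anaerobically, at 37 deg C.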
Numbers without * were called inactive; ? = inconclusive; . = not tested or not shown; & = joins results of further samples; [ ] = another dose, or the depositor's remark. Unless noted, calls come from the whole dose curve; as a rule, active = well fitted curve in the direction sought with a large enough effect; inconclusive = small, poorly fitted or top-dose-only effect, or another doubt; inactive = no such curve, though single readings can be large; an effect the other way counts as inactive or inconclusive.

SMILES	KCNH2 3.1 inh	FBPA coupling cs	FLuc modulator	RORgamma inh	ELG1 genotoxic	Tb PFK block	uPA generation	Rab9 prom act	VP16 counter	NPC1 promoter act	Giardia killer
CC1(C)CC(=O)C2=C(C1)OC(N)=C(C#N)C2CCc1ccccc1 (stereo not given)	11	1	3%	?	2%	1%	-5%	-1%	?	-1%	11
CC1=C(C)CC(C(=O)Nc2cccc([N+](=O)[O-])c2)C(C(=O)O)C1 (stereo not given)	4	-1	1%	5%	-1%	-8%	-3%	0%	-17%	-4%	-4
Cc1cc2nnc(SC3CCCCN(C(=O)c4ccc(F)cc4)C3=O)n2c2ccccc12 (stereo not given)	8	-2	-1%	-42%	-2%	-2%	4%	25%	-4%	1%	1
CCCCOC(=O)Nc1ccc(C)c(Cl)c1	-8	-1	6.7µM*	-10%	?	-1%	4%	2.8µM*	5%	3.5µM*	-2
CCCc1nc2n[nH]c(N)c2c2c1CCCC2	6	-1	9%	?	2%	-8%	-5%	6%	1%	-2%	15
CCCn1c(=N)c(S(=O)(=O)c2ccccc2)cc2c(=O)n3ccccc3nc21	-8	2	1%	17%	4%	-2%	-2%	-1%	6%	1%	5
Cc1ccc(C(=O)N2CCN(c3ncccn3)CC2)o1	-25	.	6%	-7%	2%	0%	-4%	6%	-6%	-2%	-17
CCCCC[C@@H]1C=C(C(=O)O)[C@H](c2ccc(OC)c(OC)c2)N1S(=O)(=O)c1ccc(C)cc1	1	.	.	.	-2%	-2%	3%	.	.	.	6
OC[C@H]1O[C@@H](n2cnc3c(NCc4ccco4)ncnc32)[C@H](O)[C@@H]1O	14	3&3	.	-9%&12%	.	.	?	.	-4%&-7%	.	-4
CCOc1ccc(S(=O)(=O)NCCC(=O)N2CCCC(C)C2)cc1 (stereo not given)	-2	.	-2%	.	0%	-4%	0%	1%	.	0%	-9
Cc1ccc(CNC(=O)CCCC(=O)Nc2cc(C)on2)cc1	16	2	-2%	-1%	-1%	-2%	2%	-3%	-8%	1%	20
CSc1ccc(C#N)cc1NC(=O)c1cccc(Cl)c1	-24	1	-1%	-10%	0%	0%	-5%	-2%	2%	-7%	1
CCOC(=O)C1(Cc2cccc(OC)c2)CCCN(Cc2nccn2CC)C1 (stereo not given)	7	-4	-2%	3.5µM*	-11%	0%	3%	-7%	?	-8%	-2
CC(=O)Nc1ccc(NC(=O)CC2SC(=O)N(CC(=O)c3ccccc3)C2=O)cc1 (stereo not given)	5	1	2%	16%	0%	-4%	-2%	?	-16%	-2%	-2
CC(C)CN(C(=O)COC(=O)Cc1c[nH]c2ccccc12)C1CCS(=O)(=O)C1 (stereo not given)	-2	1	?	22%	1%	-4%	3%	0%	5%	-3%	-11
O=C(COC(=O)CNC(=O)c1ccccc1F)NCCNC(=O)COC(=O)CNC(=O)c1ccccc1F	7	.	1%	.	-3%	25%	2%	-3%	.	1%	2
COc1ccc(NC(=O)C2CCN(c3ncnc4c3nc3n4CCCCC3)CC2)c(OC)c1	14	5	-12%	27%	-5%	0%	8%	-1%	-2%	0%	3
COC(=O)c1c(NC(=O)C(=O)NCCCN2CCOCC2)sc2c1CCC2	1	-1	-2%	-2%	-1%[9.26 µM]	2%	-2%	-10%	-8%	-7%	-22
CCn1c(-c2ccccc2)c(C(=O)O)c2ccccc21	36	-3	1%	3%	0%	1%	2%	0%	0%	-2%	-5
Nc1cc(OC(=O)c2cccs2)nn1S(=O)(=O)c1ccc(F)cc1	-212*	-2	1%	-12%	1%	3%	-3%	-1%	5%	-7%	17
Cc1ccc(Nc2nc(-c3ccc(F)cc3)cs2)nc1	-6	-3	4.3µM*	-26%	?	4%	-10%	4µM*	?	3.5µM*	14
O=C(Nc1ccc2ccccc2c1)c1ccc(Cl)cc1Cl	1	1	0.34µM*	7.9µM*	2.1µM*	-15%	?	0.4µM*	?	0.22µM*	4
Cc1ccc2nc(NC(=O)CN3C(=O)C4CC=CCC4C3=O)sc2c1 (stereo not given)	-11	2	11µM*	18%	1%	-5%	-2%	1%	1%	-5%	9
Cc1[nH]c(SCC(=O)c2c(N)n(C)c(=O)n(C)c2=O)nc1Cc1ccccc1	2	.	.	.	5%	2%	0%	.	.	.	13
NNC(=O)C1=NOC(CNc2ncc(C(F)(F)F)cc2Cl)C1 (stereo not given)	-17	1	4%	-34%	-2%	1%	0%	1%	22%	-4%	3
Going on with the list.
SMILES	KCNH2 3.1 inh	FBPA coupling cs	FLuc modulator	RORgamma inh	ELG1 genotoxic	Tb PFK block	uPA generation	Rab9 prom act	VP16 counter	NPC1 promoter act	Giardia killer
O=C(C1CCC(=O)N(C2CC2)C1)N1CCN(c2ccccc2Cl)CC1 (stereo not given)	21	-2	4%	0%	1%	2%	4%	0%	-8%	-1%	-6
S=C(NCCCc1ccccc1)Nc1ccc(Br)cc1	6	.	-16%	8.9µM*	-12%	-2%	1%	0%	10µM*	-2%	6
CCOC(=O)N1CCN(C(=O)C2CCN(CC3CCCCC3)CC2)CC1	25	-1	-2%	-7%	0%	-1%	2%	-13%	-8%	-2%	-20
Cc1ccc(C23CC4CC(CC(C(=O)N(C)C)(C4)C2)C3)cc1	10	3	-11%	-9%	-5%	-8%	0%	0%	-1%	-2%	12
C#CCNC(=O)C1=C[C@H](C(C)(C)C)C[C@H](OCc2ccc(CO)cc2)O1	-9	-1	0%	13%	6%	-1%	9%	-5%	-15%	1%	-13
O=C(O)CCCC(=O)Nc1ccc(Br)cc1C(=O)O	-3	1	2%	-26%	-5%	-3%	-1%	-3%	-15%	-1%	-8
CON1C(=O)C(=O)N(OC)C(C)(C)C1C (stereo not given)	3	0	2%	1%	0%	-6%	5%	-2%	-12%	-4%	-14
O=C(O)CCCNS(=O)(=O)c1ccccc1	-14	3	4%	?	1%	-4%	-2%	-2%	0%	1%	19
CCOC(=O)Nc1ccc2c(c1)N(C(=O)CCCl)c1ccccc1[S@]2=O	4	1	3%	?	1%	-4%	?	2%	?	-1%	5
CNC(=O)c1[nH]cnc1C(=O)N[C@@H](CCCCNC(=O)OC(C)(C)C)C(=O)OC(C)(C)C	-4	0	1%	-32%	-4%	5%	10%	-2%	3%	1%	7
Cc1cc(C)n2nc(SCC(=O)N3CCc4ccccc43)nc2n1	33	1	0%	-4%	5%	2%	6%	13%	-8%	10%	0
O=S(=O)(Nc1ncccn1)c1ccc(Cl)cc1	27	3	-1%	-24%[1.91 µM]	1%	0%	5%	0%	-9%	-3%	9
Cc1ccc(C)c(N2CCN(C(=O)c3cn(C)c4ccc(S(=O)(=O)N(C)C)cc4c3=O)CC2)c1	4	2	3%	0%	-7%	-8%	-8%	3%	-1%	-3%	-20
CC(=O)Nc1ccc(/C=C(\C#N)C(=O)NC2CCCCC2)cc1	-3	-3	0%	-2%	4%	0%	1%	-6%	-10%	-5%	0
CCOc1ccccc1NC(=O)N1CCC(NC(=O)c2ccccc2C)CC1	-8	0	-1%	-26%	-1%	-3%	5%	-7%	-4%	-1%	5
CCC(c1nnnn1CCOC)N(Cc1cc2c(C)cc(C)cc2[nH]c1=O)CC1CCCO1 (stereo not given)	-4	-5	1%	1%	0%	4%	.	3%	-11%	1%	4
O=C(NCCN1CCOCC1)c1ccc(N2CCCC2)c([N+](=O)[O-])c1	-4	4	-3%	-3%	8%	-7%	2%	1%	7%	5%	-6
CN(C(=O)c1cc2n(n1)C(C(F)(F)F)CC(c1ccco1)N2)c1ccc(OC(F)(F)F)cc1 (stereo not given)	0	0	-1%	?	-2%	0%	9%	-2%	18µM*	0%	-12
O=c1nccc(N/N=C/c2ccccc2O)[nH]1	7	0	?	3.5µM*	6%	-23%	0%	-5%	7.1µM*	-18%	-12
CCOc1ccc(/C=N/NC(=O)c2ccccc2O)cc1CN1CC2CC(C1)c1cccc(=O)n1C2 (stereo not given)	-2	.	?	.	6%	0%	11%	0%	.	8%	-19
COc1ccc(/C=N/NC(=O)C(C)n2cnc3ccccc3c2=O)cc1 (stereo not given)	1	-3	-15%	21%	1%	-4%	-5%	-1%	-5%	1%	-7
COC(=O)c1ccc(-n2nnnc2SCc2ccccc2OC)cc1	5	0	2%	38%	-10%	4%	-1%	-2%	?	3%	-8
CCOC(=O)c1sc(=S)n(CC)c1NC(=O)c1ccccc1C	?	6	0%	?	-1%	-4%	-18%	1%	2%	1%	8
O=C1CC(c2ccc(S(=O)(=O)NCc3ccccc3)cc2)CN1 (stereo not given)	-19	4	1%	-7%	-3%	1%	9%	-3%	5%	-1%	-24
COCCCNC(=O)c1ccc(Cn2c(=O)c3ccccc3n(Cc3ccccc3C#N)c2=O)cc1	-4	6	6%	12%	4%	1%	-16%	-3%	-10%	-3%	29
